# VLA-4 inh: inhibition in a human VLA-4 binding assay; AID 2557; inhibition, % (about 7 µM as worked out from the volumes in the protocol); P13612; VLA-4 expressing cells, ligand binding flow cytometry; hit rate 0.2% among 330,000; in the data active = inhibition above about 50%
# CIT2 TOR yeast: yeast TOR pathway CIT2-GFP modulation; S. cerevisiae CIT2-GFP strain, flow cytometry, 3 h; 100 means same as DMSO wells; GFP response vs DMSO, % at 10 µM; hit rate 0.065% among 320,000; AID 2029;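 active = GFP response relative to DMSO above a set limit, near the screen mean plus 3 SD, cut at about 150% in these data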;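 also: ratio of well median GFP fluorescence to mean of DMSO wells on the plate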
# RPL19A-GFP yeast: alters RPL19A-GFP fluorescence in TOR pathway yeast screen; S. cerevisiae RPL19A-GFP strain, flow cytometry, 3 h; stronger effect = lower value; percent response vs DMSO, % at 10 µM; hit rate 0.3% among 330,000;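 active = percent response vs DMSO below 50%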;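 also: median channel GFP fluorescence of the barcoded RPL19A-GFP strain; ratio of sample median GFP to plate DMSO average so 100% = DMSO; lower means less RPL19A-GFP as with rapamycin TOR inhibition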
# AGP1-GFP MLPCN: yeast TOR pathway AGP1-GFP modulation; AID 2066; hit rate 0.02% among 320,000; S. cerevisiae AGP1-GFP multiplex flow cytometry, 3 h; GFP as percent of DMSO wells; GFP response vs DMSO, % at 10 µM;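 active = GFP response relative to DMSO above a set limit, near screen average plus 3 SD, cut at about 150% in these data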;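 also: median GFP channel fluorescence of the gated AGP1 strain per well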
# GRK2 aptamer HTS: human GRK2 inhibition via aptamer displacement. AID 488847. P25098. bead flow cytometry, FAM-aptamer displacement from GRK2. inhibition of aptamer binding, % at 10 µM. hit rate 0.59% among 330,000;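 active = inhibition of aptamer binding above 40%, roughly 3 SD of noise, on plates passing a quality check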;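 also: median bead fluorescence of bound FAM aptamer so fluorescent compounds give negative values; no value below 0 was filed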
# Target sequence (P25098 whole entry, looked up): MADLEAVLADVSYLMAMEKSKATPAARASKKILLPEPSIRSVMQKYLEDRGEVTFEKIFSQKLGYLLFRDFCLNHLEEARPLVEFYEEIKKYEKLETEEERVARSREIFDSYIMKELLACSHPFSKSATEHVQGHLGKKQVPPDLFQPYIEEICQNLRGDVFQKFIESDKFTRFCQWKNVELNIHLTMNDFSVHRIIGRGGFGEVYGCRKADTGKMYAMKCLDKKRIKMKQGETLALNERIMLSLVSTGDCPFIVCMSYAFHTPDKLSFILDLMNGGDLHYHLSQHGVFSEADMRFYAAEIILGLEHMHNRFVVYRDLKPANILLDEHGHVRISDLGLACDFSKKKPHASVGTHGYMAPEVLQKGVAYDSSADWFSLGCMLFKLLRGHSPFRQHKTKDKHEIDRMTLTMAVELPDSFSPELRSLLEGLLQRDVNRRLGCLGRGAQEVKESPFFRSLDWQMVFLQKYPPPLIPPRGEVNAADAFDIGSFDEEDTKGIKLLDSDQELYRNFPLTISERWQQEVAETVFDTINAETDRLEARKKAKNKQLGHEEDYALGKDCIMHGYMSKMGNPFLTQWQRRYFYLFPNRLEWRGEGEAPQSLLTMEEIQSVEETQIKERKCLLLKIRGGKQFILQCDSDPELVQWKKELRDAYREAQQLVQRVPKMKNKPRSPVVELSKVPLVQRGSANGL
# GASC-1 inh: human JMJD2C demethylase inhibition. Q9H3R0. GST-JMJD2C(1-420) H3K9me3 demethylation, DELFIA europium. inhibition, % at 2.35 µM. hit rate 0.069% among 330,000. AID 2099;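 active = more than half of a compound's replicate wells show inhibition beyond 50%, single wells judged on their own value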;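 also: signal counts dimethyl H3K9 product captured on neutravidin plate; 0% = median of DMSO wells and 100% = 0.3 times that DMSO median; strong numbers were not always called active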
# Target sequence (Q9H3R0 1-420 limits assumed): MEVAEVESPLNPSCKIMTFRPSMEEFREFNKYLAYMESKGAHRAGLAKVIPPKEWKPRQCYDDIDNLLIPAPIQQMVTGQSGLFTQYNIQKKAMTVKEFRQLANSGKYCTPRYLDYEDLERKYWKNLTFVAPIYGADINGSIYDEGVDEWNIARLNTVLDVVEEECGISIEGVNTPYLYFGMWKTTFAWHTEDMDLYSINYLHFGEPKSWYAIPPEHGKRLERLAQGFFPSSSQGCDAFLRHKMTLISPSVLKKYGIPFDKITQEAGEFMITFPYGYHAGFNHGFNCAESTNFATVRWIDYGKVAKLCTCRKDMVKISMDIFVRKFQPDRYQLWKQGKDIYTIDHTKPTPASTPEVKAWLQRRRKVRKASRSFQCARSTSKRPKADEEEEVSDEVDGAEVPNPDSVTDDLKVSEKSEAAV
# LAP4-GFP MLPCN: alters LAP4-GFP fluorescence in TOR pathway yeast screen. S. cerevisiae LAP4-GFP multiplex, flow cytometry GFP, 3 h; median GFP as percent of DMSO wells. GFP response vs DMSO, % at 10 µM. hit rate 0.34% among 320,000. AID 2023;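 active = GFP response vs DMSO above a set limit, about the screen mean plus 3 SD, cut at about 150% in these data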
# MEP2 TOR yeast: modulators of TOR pathway MEP2-GFP in S. cerevisiae. S. cerevisiae MEP2-GFP strain, flow cytometry GFP, 3 h; 100% = DMSO control level. GFP response vs DMSO, % at 10 µM. hit rate 0.51% among 330,000. AID 2016;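 active = GFP response versus DMSO above a set limit, roughly screen mean plus 3 SD, cut at about 180% in these data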;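 also: median GFP fluorescence of the barcode-gated MEP2-GFP cells per well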
# The depositor's hits bear a star; x = no result given; & = joins results of further samples.
SMILES,VLA-4 inh,CIT2 TOR yeast,RPL19A-GFP yeast,AGP1-GFP MLPCN,GRK2 aptamer HTS,GASC-1 inh,LAP4-GFP MLPCN,MEP2 TOR yeast
CC(N)=Nc1ccc([N+](=O)[O-])cc1,-1,95,98,97,0,-1,119,100
Cc1ccc(NC(=O)c2cccnc2)cc1C,27,107,107,97,4,-7,88,106
CCOC(=O)N1CCC(NC(=O)c2ccc(NC(=O)C3CCCO3)cc2)CC1 (stereo not drawn),5,100,103,110,0,12,104,105
CN(C)c1ccnc(Nc2ccc(O)cc2)c1C#N,-7,102,98,101,0,0,97,97
Cc1ccc(NCCC(=O)c2cccc([N+](=O)[O-])c2)cc1,6,93,106,98,2,25,118,104
COc1cccc(-c2nc(Oc3cccc(C)c3C)c3ccccc3n2)c1O,2,99,100,95,2,-4,86,97
Cc1ccc(C(=O)COC(=O)CN2C(=O)C3C4CCC(C4)C3C2=O)cc1[N+](=O)[O-] (stereo not drawn),-11,101,99,103,0,1,95,100
CCCc1[nH]nc2c1C(c1ccoc1)C(C#N)=C(N)O2 (stereo not drawn),20,107,100,106,6,-16,97,90
CC1C(=O)Nc2ccccc2N1C(=O)c1c(F)cccc1F (stereo not drawn),12,107,103,98,1,2,89,105
CCC1(c2ccc(F)cc2)NC(=O)N(CC(=O)N2c3ccccc3CC2C)C1=O (stereo not drawn),-1,113,111,117,0,6,108,103
CCC(Oc1ccccc1)C(=O)OCC(=O)Nc1sccc1C(N)=O (stereo not drawn),6,92,98,91,0,x,103,103
CC1(C)Cc2c(C#N)c(OCC(=O)c3ccccc3)nc(-c3ccoc3)c2CO1,18,97,101,104,0,2,92,99
CCN(CC)C(=O)Oc1ccc(Br)cc1C(=O)Nc1ccc(F)c(Cl)c1,8,91,95,101,2,-4,105,95
Cc1ccc(C(=O)N(C)Cc2ccccc2)cc1S(=O)(=O)N1CCOCC1,4,x,104,94,1,12,78,89
Cc1ccc(S(=O)(=O)N2CCOC2CNC(=O)C(=O)NCC(C)C)cc1 (stereo not drawn),-11,107,105,101,3,4,99,102
O=C(C1CCC(=O)N1Cc1cccnc1)N1CCN(c2ccc(F)cc2)CC1 (stereo not drawn),12,93,97,101,0,2,98,93
CCS(=O)(=O)N1CCC(NC(C)=O)(c2ccccc2)CC1,9,98,101,100,2,30,97,96
O=c1[nH]nc(-c2ccc(OCc3ccc(Cl)cc3Cl)cc2)o1,2,100,105,104,0,-22,90,103
O=C(CSc1nnc(C2COc3ccccc3O2)o1)N1CCN(c2ccccc2)CC1 (stereo not drawn),3,97,95,101,6,-5,102,102
O=C(CSc1nnc(-c2c[nH]c3ccccc23)o1)N1CCCCC1,6,109,108,110,0,-4,115,109
CCOc1ccc(NC(=O)CCNS(=O)(=O)c2ccc3c(c2)oc(=O)n3C)cc1,5,86,87,88,1,5,65,92
CC1=CC(C)(C)N(C(=O)CSc2ncn[nH]2)c2ccc(C)cc21,0,95,101,104,0,2,103,102
COc1ccc(-c2noc(CNC(=O)c3ccc4c(c3)OCO4)n2)cc1OC,2,106,98,100,0,0,94,100
COCOc1ccc(C=O)c(OCOC)c1,38,96,101,96,98*,1,105,108
Cc1occc1C(=O)Nc1sc2c(c1C(N)=O)CCC(C(C)(C)C)C2 (stereo not drawn),-20,104,103,106,0,1,98,104
CCO/N=C(/c1nonc1N)N1CCN(c2ccc([N+](=O)[O-])cc2)CC1,43,104,99,101,1,4,99,105
CCc1nnc(NS(=O)(=O)c2ccc(NC(=S)NC(=O)/C=C/c3ccc(F)cc3)cc2)s1,-2,95,93,90,0,-12,97,83
O=C(CN1CCN(S(=O)(=O)c2cccc(Cl)c2)CC1)NCC1(N2CCOCC2)CCCCC1,4,104,102,110,0,x,115,105
CN1CCN(CC(=O)Nc2nc(-c3c[nH]c4ccccc34)cs2)CC1,-1,101,103,100,0,-6,88,96
CCNC(=O)NC(=O)COC(=O)CCCSc1nc2ccccc2s1,0,87,101,99,2,3,115,102
N=c1n(Cc2ccccc2Cl)c2ccccc2n1CC(O)c1ccco1 (stereo not drawn),-34,132,104,96,0,14,131,167
COc1ccc(NS(=O)(=O)c2cc3c(cc2C)N(C)CCO3)c(OC)c1,0,83,89,89,0,-4,89,90
Cc1ccc(S(=O)(=O)N(CCO)Cc2cc3ccc(C)c(C)c3[nH]c2=O)cc1,-16,106,98,92,1,3,106,107
O=C(CC1NCCNC1=O)Nc1ccc(Cl)c(Cl)c1 (stereo not drawn),x,85,103,81,2,-1,91,104
O=C(/C=C/c1ccco1)Nc1ccc2c(c1)OCCO2,-10,99,97,88,0,x,97,93
COC(=O)c1ccc(NC(=O)CN2CCN(c3ccccc3)CC2)cc1,-2,112,103,115,2,5,103,109
COc1ccc(C(=O)NCCc2c[nH]c3ccccc23)cc1,3,102,105,100,1,3,93,103
O=C(O)/C=C/C(=O)NCCCc1ccccc1,-3,101,100,96,0,12,102,110
CCC1COCCS(=O)(=O)N1Cc1ccccc1C (stereo not drawn),1,58,89,80,1,-13,109,95
c1ccc(Oc2cccc(OCCCn3cncn3)c2)cc1,-4,97,109,111,1,-4,114,105
Cc1ccc(-c2nn(-c3cccc(F)c3)cc2CNCCc2ccncc2)o1,4,104,97,99,0,11,113,103
NS(=O)(=O)c1ccc(Nc2ccc3cc(S(=O)(=O)N4CCCCC4)ccc3n2)cc1,-3,91,101,97,0,4,90,85
Cc1cccc(OC(C)C(=O)Nc2cc(Cl)ccc2-n2cncn2)c1 (stereo not drawn),-19,93,94,92,0,-20,98,97
O=C(COc1ncnc2sccc12)Nc1cccc(S(=O)(=O)N2CCCC2)c1,-2,92,101,101,0,99,104,100
Cc1ccc(C(=O)N/C(=C/c2cccs2)C(=O)N2CCCCCC2)cc1,0,100,103,99,0,-8,107,100
COC(=O)C1CCN(Cc2ccc(OCCCN3CCN(c4ccc([N+](=O)[O-])cc4)CC3)cc2)CC1,3,118,101,117,0,-11,111,102
COc1cc2c(C(=O)NCc3ccc4c(c3)OCO4)cn(CC(C)C)c(=O)c2cc1OC,-10,105,99,100,36,-4,91,96
COCCCNc1nc(SCc2ccccc2)nc2sc3c(c12)CCC3,-17,102,102,106,0,-3,104,99
CC(=O)Nc1ccc(OCC(=O)NC(C)C(C)C)cc1 (stereo not drawn),-6,101,98,100,0,10,92,101
Cc1cc(C)cc(NC(=O)c2ccc(CNc3c(N4CCCC4)c(=O)c3=O)cc2)c1,-4,88,92,97,8,-6,108,107

# Single records (already shown). Values in the order: VLA-4 inh | CIT2 TOR yeast | RPL19A-GFP yeast | AGP1-GFP MLPCN | GRK2 aptamer HTS | GASC-1 inh | LAP4-GFP MLPCN | MEP2 TOR yeast
# Results for COCCCNc1nc(SCc2ccccc2)nc2sc3c(c12)CCC3 = -17 | 102 | 102 | 106 | 0 | -3 | 104 | 99
# Results for O=C(O)/C=C/C(=O)NCCCc1ccccc1 = -3 | 101 | 100 | 96 | 0 | 12 | 102 | 110

# Next results.
SMILES,VLA-4 inh,CIT2 TOR yeast,RPL19A-GFP yeast,AGP1-GFP MLPCN,GRK2 aptamer HTS,GASC-1 inh,LAP4-GFP MLPCN,MEP2 TOR yeast
O=c1c2ccccc2nc(-c2ccco2)n1/N=C/c1ccccc1O,-5,110,111,100,1,-6,112,103
O=C(NC(=S)NNC(=O)c1ccccc1O)c1cccc([N+](=O)[O-])c1,31,91,107,100,6,-3,81,90
CCN(C(=O)COC(=O)Cc1coc2cc(C)ccc12)c1c(N)n(Cc2ccccc2)c(=O)[nH]c1=O,-8,106,101,104,4,4,110,105
COc1ccccc1/C=C/C(=O)c1ccc(NC(C)=O)cc1,9,96,101,92,5,3,86,108
CCOC(=O)c1cnn(C)c1NC(=O)c1ccc([N+](=O)[O-])cc1,12,100,102,102,0,-14,108,109
Cc1cccc(N2CCCn3c2nc2c3c(=O)[nH]c(=O)n2C)c1,14,103,108,104,2,-8,104,102
Cc1ccc(C)c(NC(=S)NC(NC(=O)/C=C/c2ccccc2)C(Cl)(Cl)Cl)c1 (stereo not drawn),7,101,97,101,0,-2,104,100
Cc1ccc(CSc2nc3c(cc2C#N)CCC3)cc1,-14,116,109,109,0,5,114,114
COc1ccccc1NC(=O)c1cc(N2C(=O)C3C4CCC(C4)C3C2=O)ccc1Cl (stereo not drawn),8,95,96,97,1,6,91,95
CCN(CC(=O)Nc1ccc(NC(C)=O)cc1)C(=O)c1oc2c(ccc3ccccc32)c1C,-26,102,95,99,4,3,100,97

# Molecules shown so far that contain a cyano group (4):
SMILES,VLA-4 inh,CIT2 TOR yeast,RPL19A-GFP yeast,AGP1-GFP MLPCN,GRK2 aptamer HTS,GASC-1 inh,LAP4-GFP MLPCN,MEP2 TOR yeast
CN(C)c1ccnc(Nc2ccc(O)cc2)c1C#N,-7,102,98,101,0,0,97,97
CCCc1[nH]nc2c1C(c1ccoc1)C(C#N)=C(N)O2 (stereo not drawn),20,107,100,106,6,-16,97,90
CC1(C)Cc2c(C#N)c(OCC(=O)c3ccccc3)nc(-c3ccoc3)c2CO1,18,97,101,104,0,2,92,99
Cc1ccc(CSc2nc3c(cc2C#N)CCC3)cc1,-14,116,109,109,0,5,114,114

# (more compounds)
SMILES,VLA-4 inh,CIT2 TOR yeast,RPL19A-GFP yeast,AGP1-GFP MLPCN,GRK2 aptamer HTS,GASC-1 inh,LAP4-GFP MLPCN,MEP2 TOR yeast
O=C(CCC(=O)N1CCN(c2ccccc2F)CC1)c1ccc(Cl)s1,-17,91,95,97,0,3,97,101
CCN(Cc1ccc2c(c1)OCCO2)S(=O)(=O)c1ccc(NC(C)=O)cc1,11,94,96,96,2,x,93,99
O=C(O)c1cc(-c2ccccc2)nc2ccccc12,29,80,93,80,2,42&-3,118,95
Cc1ccc(S(=O)(=O)NCC(=O)N2CCCC2C(=O)O)cc1 (stereo not drawn),-6,99,101,92,1,-9,95,105
COc1ccc(C2=NS(=O)(=O)N(C)C(C(=O)Nc3ccc4c(c3)OCO4)=C2)cc1OC,15,100,99,104,3,-1,103,104
O=C(NCC1COc2ccccc2O1)C1C2C=CC3(CN(Cc4ccccc4Cl)C(=O)C13)O2 (stereo not drawn),-12,102,99,104,1,-2,104,101
O=C(CN(C(=O)c1csnn1)c1cccc2ccccc12)NC1CCCC1,3,96,96,101,1,-2,102,96
CCOc1ccc(NC(=O)C2CC(=O)N(c3ccccc3F)C2)cc1 (stereo not drawn),-8,110,106,102,2,7,93,107
O=C(CSc1cc(Cl)ccc1Cl)Nc1ccc(N2CCOCC2)cc1,16,93,100,100,0,-3,110,108
COc1ccc(OCC(=O)N/N=C2\CCCc3ccccc32)cc1,-8,96,103,99,0,-7,92,103
O=C(Nc1nc2ccccc2n1CCN1CCCCC1)c1ccco1,-10,105,94,103,0,-4,97,100
Cc1cccc2cc(C#N)c(NCc3ccccc3)nc12,2,98,97,98,2,2,102,111
Cc1c(C)c2ccc(OC(C)C(=O)NC3CCN(Cc4ccccc4)CC3)cc2oc1=O (stereo not drawn),4,94,100,99,0,-4,96,85
O=C(CSc1nnc(CNC(=O)c2ccc(F)cc2)o1)NCc1ccccc1Cl,8,97,98,100,4,-5,105,100
Cc1c(C(C)C)c(=O)n(-c2ccc(S(=O)(=O)NC3CCCCC3)cc2)n1C,8,114,104,121,0,2,119,108
COc1cc2nc(CN3C(=O)c4ccccc4C3=O)oc(=O)c2cc1OC,9,103,99,104,0,-13,99,102
CCN(CC)CCn1nc2c3c(cccc3c1=O)-c1ccccc1-2,3,101,107,99,0,1,90,102
CO/N=C/NC(=O)NOCc1c(Cl)cccc1Cl,8,100,104,104,0,19,111,109
Cc1ccc(S(=O)(=O)NN2C(=O)c3ccccc3NC2(C)C)cc1,-14,104,104,104,0,11,96,99
CCN1CCN(CC(=O)Nc2c(OC)cccc2OC)CC1,18,100,104,100,0,7,115,106
CC(C)CN(C(=O)COC(=O)Cc1ccc(Cl)cc1)c1c(N)n(Cc2ccccc2)c(=O)[nH]c1=O,-2,95,95,101,1,120,99,98
